Compound activity as filed in PubChem.
Tau fluor counter: Counterscreen qHTS for Inhibitors of Tau Fibril Formation, Fluorescence Polarization; Potency, µM (highest dose often 57.7 µM), inactives show at the top dose activity change, negative = decrease; tau K18 P301L (four-repeat tau fragment) Alexa594 fluorescence, heparin fibrillization; actives 0.93% (n = 280,000); further: on the % scale 0 is the no-effect control and ±100 the full control effect; nearly all actives have a fitted effect of over 55% in size
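Human K18 P301L tau (15 uM unlabeled plus 0.24 uM Alexa 594-labeled, final) in 100 mM sodium acetate pH 7 was mixed with compound and 20 uM heparin and incubated 6 hr at 37 C.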
GAA glycogen mod: qHTS Assay for Inhibitors and Activators of Human alpha-Glucosidase Cleavage of Glycogen. Lysosomal alpha-glucosidase (Homo sapiens), P10253. recombinant GAA, glycogen substrate, Amplex Red glucose oxidase fluorescence. Potency, µM (doses to about 76.4 µM), without a hit: at the highest dose activity change, negative = inhibition, actives largely listed as inhibitors. actives 0.38% (n = 300,000);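 further: 0% = full enzyme reaction and -100% = no-enzyme basal signal; the screen sought inhibitors and activators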
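Natural-substrate format: glycogen cleavage by 4 nM human enzyme, glucose read by Amplex Red coupling (Ex 573, Em 610 nm). Normalized to enzyme and no-enzyme controls.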
Epigenetic derep: Quantitative High-Throughput Screen for Regulators of Epigenetic Control | Potency, µM (doses to about 53.9 µM), for inactives: at the top dose GFP activation, actives largely listed as activators | murine LDR cells, GFP reporter derepression, 30 h | actives 0.2% (n = 280,000); further: % of control where 0% means no effect; nearly all actives have a fitted effect of over 60% in size
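Murine LDR cells bearing a silenced CMV-driven GFP reporter were exposed to compound for 30 h at 37 C. After PBS washes, GFP-positive cells (20-120 um objects) counted by laser-scanning microplate cytometry.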
The depositor's hits bear a star; ? = inconclusive; & = joins results of further samples; [ ] = remark or other dose. The call rests on the fitted dose curve; in most records, active means well fitted curve in the direction sought with a large enough effect; inconclusive means small, poorly fitted or top-dose-only effect, or another doubt; inactive means no such curve, though single readings can be large; an effect the other way counts as inactive or inconclusive. Potency means the concentration at half of the fitted maximal effect.

smiles	Tau fluor counter	GAA glycogen mod	Epigenetic derep
CCN(CC)S(=O)(=O)c1ccc(C(=O)N2CC(=O)Nc3ccc(F)cc3C2c2ccccc2)cc1 (centres undefined)	-12%	6%[76.3 µM]	-0.9%
Cc1cccc(NC(=O)CCCn2c(C)c3cnn(-c4ccccc4)c(=O)c3c2C)c1C	-15%	12%[76.3 µM]	-2.4%
COc1ccc(CNC(=O)C(Cc2ccccc2)NS(=O)(=O)c2ccc3c(c2)CCN3C(C)=O)cc1 (centres undefined)	-13%	-14%[76.3 µM]	5.9%
O=C(Nc1nc2nc(-c3ccccc3)cc(=O)n2[nH]1)c1ccc(F)cc1	6%	-10%[76.3 µM]	-1.7%
O=C(Nc1ccc(Cl)cc1)c1cc2nc(-c3ccc4c(c3)OCO4)cc(C(F)(F)F)n2n1	-4%	12%[76.3 µM]	1.1%
O=C1COc2cc(S(=O)(=O)CCC(=O)N3CCN(c4cccc(Cl)c4)CC3)c(Cl)cc2N1	-18%	11%[76.3 µM]	0.0%
Cc1cccc(C(=O)Nc2nc3nc(-c4ccccc4)cc(=O)n3[nH]2)c1	5%	7%[76.3 µM]	-1.9%
CC(C)c1nnc(NC(=O)c2nc(S(=O)(=O)Cc3ccccc3)ncc2Cl)s1	-15%	3%&18%[76.3 µM]	1.9%
COc1ccc(S(=O)(=O)N2CCC(Oc3cccc(C(F)(F)F)c3)CC2)cc1OC	-14%	-4%[76.3 µM]	-0.9%
Cc1ccc(OCC(=O)Nc2ccc3nc(Nc4cccc(Cl)c4)cc(C)c3c2)cc1	?	-2%[76.3 µM]	2.5%

The list goes on.
smiles	Tau fluor counter	GAA glycogen mod	Epigenetic derep
CCc1ccccc1NC(=O)c1cnn2c(C(F)(F)F)cc(-c3ccc(OC)c(OC)c3)nc12	-16%	-4%[76.3 µM]	13µM*
Cc1ccc(CNc2nc3ccc(Cl)cc3n3cnnc23)cc1	6%	11%[76.3 µM]	-0.7%
Cc1c(Nc2nc3ccccc3n3c(C)nnc23)cccc1C(=O)O	-10%	-2%[76.3 µM]	0.0%
COc1ccc(C)cc1-n1nnc(C(=O)Nc2cccc(SC)c2)c1C	-3%	-9%[76.3 µM]	-3.6%
CCCc1nc2nc(C)c(NS(=O)(=O)c3ccc(CC(C)C)cc3)c(=O)n2[nH]1	1%	4%	-2.5%
Cc1ccc(-n2c(=O)c3c4c(sc3n(Cc3cc(=O)n5cc(Cl)ccc5n3)c2=O)CCC4)cc1C	-12%	3%[76.3 µM]	-0.6%
CCCOc1ccc(C(=O)Nc2sc3c(c2C(=O)OCC)CCCCC3)cc1	-6%	18%[76.3 µM]	-1.6%
O=C(Cc1ccccc1F)N1CCC(c2nc3c(nnn3Cc3cccc(Cl)c3)c(=O)[nH]2)CC1	-9%	?	-1.7%
Cc1cccc(CS(=O)(=O)c2ncc(Cl)c(C(=O)NCc3ccccc3)n2)c1	1%	-1%&-4%[76.3 µM]	11%
CCOc1ccc(NC(=O)Cn2c(=O)oc3cc(S(=O)(=O)NC4CCCC4)ccc32)cc1	-28%	-10%[76.3 µM]	0.0%

Next part.
smiles	Tau fluor counter	GAA glycogen mod	Epigenetic derep
CCCN(C(=O)Cc1c(C(=O)O)[nH]c2ccc(Cl)cc12)c1ccc(OCC)cc1	-4%	-13%[76.3 µM]	1.0%
COc1ccccc1NC(=O)Cn1c(=O)n(CCCCCC(=O)NCc2ccccc2)c(=O)c2sccc21	-11%	2%[76.3 µM]	9.9%
CCc1ccc(-c2cc(C)no2)cc1S(=O)(=O)NCc1ccco1	-16%	-8%[76.3 µM]	-0.1%
CN(Cc1ccccc1)C(=O)c1cc(-c2cccc(Cl)c2)on1	-27%	9%[76.3 µM]	-1.8%
CCOc1ccc(NC(=O)CSc2nc3c(oc4ccccc43)c(=O)n2CCOC)cc1	-8%	-5%[76.3 µM]	1.4%
CC(=O)Nc1nonc1-c1nnc(SCc2ccc(F)cc2Cl)n1C	-12%	2%[76.3 µM]	0.8%
O=C(CCCN1C(=O)C(c2ccccc2)Oc2cccnc21)Nc1ccccc1C(F)(F)F (centres undefined)	8%	-3%[76.3 µM]	-0.7%
O=C1CN(C(=O)Cc2ccc(F)cc2)C(c2ccccc2)c2cc(Br)ccc2N1 (centres undefined)	-21%	-19%[76.3 µM]	0.6%
Cc1ccccc1C(=O)Nc1nc2nc(-c3ccccc3)cc(=O)n2[nH]1	-4%	-3%[76.3 µM]	4.2%
COc1ccccc1-c1nnc(SCC(=O)Nc2ccccc2F)o1	3%	15%[76.3 µM]	-2.4%

(listing goes on)
smiles	Tau fluor counter	GAA glycogen mod	Epigenetic derep
Cn1c(=O)c2c(nc(NCCc3ccccc3)n2Cc2ccc(Cl)c(Cl)c2)n(C)c1=O	?	9%[76.3 µM]	-1.2%
CCn1cc(S(=O)(=O)c2cccc(C)c2)c(=O)c2cc(F)c(N3CCN(c4ccccc4)CC3)cc21	-15%	10%[76.3 µM]	-1.2%
Cc1ccccc1-c1noc(-c2cccnc2N(C)Cc2ccc(Cl)cc2)n1	14%	-6%[76.3 µM]	-1.9%
Cc1ccc(CNC(=O)CCS(=O)(=O)c2cc3c(cc2Cl)NC(=O)CO3)cc1	-27%	5%&-17%[76.3 µM]	0.0%
Cc1cccc(-c2nc3cc(NC(=O)Cc4ccc(Cl)cc4)ccc3o2)c1	-17%	12%[76.3 µM]	-0.8%
CN(C)c1ccc(CNC(=O)c2ccc(Cn3c(SCc4ccccc4)nc4cccnc43)cc2)cc1	?	-4%[76.3 µM]	0.8%
O=C(Nc1ccc(Br)c2cccnc12)c1cccc2ccccc12	-17%	0%[76.3 µM]	1.8%
CC1(C)CC(=O)c2c(oc3c(Cl)cc(NS(=O)(=O)c4ccc(Br)cc4)cc23)C1	-4%	9%[76.3 µM]	-1.2%
CCSc1ncc(Cl)c(C(=O)N(Cc2ccc(N(C)C)cc2)Cc2ccco2)n1	?	-4%[76.3 µM]	2.6%
C=Cc1ccc(Cn2c(C(=O)O)c(CNC3CCCCC3)c3ccc(OC)cc32)cc1	-18%	11%[76.3 µM]	6.8%

More records follow.
smiles	Tau fluor counter	GAA glycogen mod	Epigenetic derep
COc1ccccc1OCC(=O)Nc1nc(-c2ccc(Br)cc2)ns1	-16%	-4%[76.3 µM]	-3.2%
Cc1c2cnn(CC(=O)N3CCCCC3)c(=O)c2c(C)n1Cc1ccc(F)cc1	0%	15%[76.3 µM]	1.8%
O=S(=O)(Nc1ccc(Cl)cc1)c1ccc(NS(=O)(=O)c2ccc3c(c2)OCCO3)cc1	?	1%[76.3 µM]	-2.5%
CC(=O)N1CCCc2cc(S(=O)(=O)N3CCCC(C(=O)N4CCN(c5cc(C)ccc5C)CC4)C3)ccc21 (centres undefined)	-18%	-14%[76.3 µM]	0.0%
CN(C)c1ccc(CNC(=O)CCS(=O)(=O)c2ccc3c(c2)oc(=O)n3C)cc1	-12%	-1%[76.3 µM]	-1.2%
COc1ccc(-c2ccc(CNc3ccc4[nH]c(=O)[nH]c4c3)o2)cc1Cl	?	?	-3.2%
CC(=O)c1cccc(NC(=O)Cn2cnc3c2c(=O)n(C)c(=O)n3C)c1	-4%	18%[76.3 µM]	-0.7%
CCc1cccc(C)c1NC(=O)CSc1nc2ccccc2nc1N1CCOCC1	-17%	-8%[76.3 µM]	0.1%
Cc1cc(Nc2cccc(C(F)(F)F)c2)nc2ccc(NC(=O)c3cccc(Cl)c3)cc12	7.1µM*[quencher]	0%[76.3 µM]	-0.4%
Cc1ccc(NC(=O)Cn2c(=O)n(Cc3ccccc3)c(=O)c3c(C)c(C)sc32)c(C)c1	-6%	3%[76.3 µM]	-0.1%

Next section:
smiles	Tau fluor counter	GAA glycogen mod	Epigenetic derep
COc1ccc(-c2nnc3c4ccccc4c(-c4ccccc4)nn23)cc1	-11%	-1%[76.3 µM]	-0.1%
Cc1ccc(C2=NC(c3ccccc3)=Nc3ccc(Cl)cc3N2)cc1	?	13%[76.3 µM]	-3.4%
CCCCC(=O)Oc1ccc2oc(-c3ccc(OC)cc3)cc(=O)c2c1	-23%	16%[76.3 µM]	0.3%
Fc1cccc(NCc2ccccc2-c2nnc(-c3ccccc3Cl)o2)c1	-17%	-1%[76.3 µM]	2.8%
Cc1ccc(Cl)cc1NC(=O)CSc1ccc(C(=O)O)cn1	0%	16%[76.3 µM]	-1.9%
CCOC(=O)c1ccc(NC(=O)c2csc3c2CCCCC3)cc1	?	9%[76.3 µM]	0.0%
COc1ccc(Nc2ncnc3c2nc2n3CCCCC2)cc1	-7%	14%[76.3 µM]	-1.2%
CCc1ccc(C2c3c(-c4cc(C)ccc4O)n[nH]c3C(=O)N2CCO)cc1 (centres undefined)	-18%	-1%[76.3 µM]	-1.9%
CCOC(=O)C(C)NC(=O)c1cc2c(=O)[nH]c3ccc(C)cc3c2s1 (centres undefined)	-28%	8%[76.3 µM]	1.4%
Cc1cccc(NC(=O)CN(C)S(=O)(=O)c2ccc3c(c2)c(=O)n(C)c(=O)n3C)c1C	-1%	-9%[76.3 µM]	-0.3%

Random excerpt: 6 compounds from above, in no set order.
smiles	Tau fluor counter	GAA glycogen mod	Epigenetic derep
Cc1ccc(Cl)cc1NC(=O)CSc1ccc(C(=O)O)cn1	0%	16%[76.3 µM]	-1.9%
CCOC(=O)c1ccc(NC(=O)c2csc3c2CCCCC3)cc1	?	9%[76.3 µM]	0.0%
Fc1cccc(NCc2ccccc2-c2nnc(-c3ccccc3Cl)o2)c1	-17%	-1%[76.3 µM]	2.8%
CCOC(=O)C(C)NC(=O)c1cc2c(=O)[nH]c3ccc(C)cc3c2s1 (centres undefined)	-28%	8%[76.3 µM]	1.4%
Cc1ccc(C2=NC(c3ccccc3)=Nc3ccc(Cl)cc3N2)cc1	?	13%[76.3 µM]	-3.4%
CCCCC(=O)Oc1ccc2oc(-c3ccc(OC)cc3)cc(=O)c2c1	-23%	16%[76.3 µM]	0.3%

More compounds follow:
smiles	Tau fluor counter	GAA glycogen mod	Epigenetic derep
COc1ccc(CCNC(=O)c2nc(-c3ccc(Cl)cc3)n3c2CCCCC3)c(OC)c1	-10%	7%[76.3 µM]	-1.2%
CCOc1ccc(C(=O)c2cn(CC(=O)Nc3ccc(C)c(C)c3)c3ccc(OCC)cc3c2=O)cc1	-4%	2%[76.3 µM]	3.5%
CCOC(=O)N1CCN(C(=O)CN(c2ccc(C)cc2C)S(=O)(=O)c2ccccc2)CC1	-4%	-8%[76.3 µM]	-1.6%
COc1ccc(NC(=O)CCN2CCN(CCO)CC2)c(OC)c1	2%	3%[76.3 µM]	-1.2%
COc1ccc(NC(=O)Cn2c(=O)n(C(C)C)c(=O)c3oc4ccccc4c32)cc1Cl	?	-11%[76.3 µM]	-0.1%
COc1ccc(C2C(C(=O)Nc3ccccc3)=C(C)Nc3nc(-c4ccccc4)nn32)cc1OC (centres undefined)	-17%	7%[76.3 µM]	7.7%
Cc1ccc(-c2noc(-c3ccc(N4CCN(C)CC4)c([N+](=O)[O-])c3)n2)cc1	0%	14%[76.3 µM]	0.3%
CC(C)CC(NS(=O)(=O)c1ccc2c(c1)oc(=O)n2C)C(=O)NCCc1ccc(Cl)cc1 (centres undefined)	16%	14%[76.3 µM]	-1.1%
CC(C)(C)NC(=O)CCSc1nc(-c2ccc3c(c2)OCO3)cc(C(F)(F)F)n1	-18%	4%[76.3 µM]	-1.0%
Cc1cccc(-n2c3nc(=O)[nH]c(=O)c-3cc3ccc(Cl)cc32)c1C	-3%	17%[76.3 µM]	0.0%

(more compounds)
smiles	Tau fluor counter	GAA glycogen mod	Epigenetic derep
Cc1ccc(CSc2nc(-c3ccccc3C)nc3c2Cc2c(CO)cnc(C)c2O3)cc1	-2%	11%[76.3 µM]	13%
CCC(=O)N1CCc2cc(S(=O)(=O)NC(C(=O)NCc3ccccc3Cl)C(C)C)ccc21 (centres undefined)	9%	19%[76.3 µM]	-2.3%
O=C(CCn1nc(-c2ccc(Cl)cc2)c2ccccc2c1=O)Nc1ccc(OC(F)(F)F)cc1	-24%	0%[76.3 µM]	4.3%
CSc1ccc(-c2nc3cccc(C)n3c2Nc2ccc3c(c2)OCO3)cc1	?	?	2.4%
Cc1ccc(Cn2cc(C(=O)c3ccc(C)cc3)c(=O)c3ccc(C)nc32)cc1	-12%	-13%[76.3 µM]	-1.8%
Cc1ccc(Nc2nc3ccccc3c3nncn23)c(Cl)c1	-23%	22%[76.3 µM]	-0.7%
Cc1cc(C)cc(-n2ccn(CC(=O)c3ccc(F)cc3)c(=O)c2=O)c1	-14%	-1%[76.3 µM]	1.4%
Clc1ccc(CNc2cc(-c3ccccc3)nc3nncn23)cc1	-24%	2%[76.3 µM]	-2.9%
Cc1nc2c(c(C)nn2C(C)(C)C)c(C)c1CCC(=O)Nc1ccc(Br)cc1Br	-5%	-10%[76.3 µM]	0.0%

A portion of the library; the hit share may differ from the screen's.
